Bioassay records as filed in PubChem BioAssay.
ZTA counter = counter-screen for EBNA-1 inhibitors: inhibitors of Epstein-Barr virus ZTA; hit rate 0.15% among 320,000; P03206; inhibition, % at 11 µM; AID 2234; ZTA-DNA binding, fluorescence polarization; in the data active = inhibition above about 33%
Target sequence (P03206 whole entry, looked up): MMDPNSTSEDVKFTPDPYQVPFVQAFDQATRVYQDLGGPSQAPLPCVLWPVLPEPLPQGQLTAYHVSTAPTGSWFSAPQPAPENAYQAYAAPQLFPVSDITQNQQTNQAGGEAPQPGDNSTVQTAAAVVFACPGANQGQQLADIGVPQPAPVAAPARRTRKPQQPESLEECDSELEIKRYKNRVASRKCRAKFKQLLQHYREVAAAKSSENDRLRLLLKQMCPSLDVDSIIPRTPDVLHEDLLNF
EBNA-1 inhibitor = blocks EBNA-1 binding to DNA; EBNA-1 DNA binding, fluorescence polarization; inhibition, % at 14.8 µM; hit rate 0.34% among 300,000; in the data active = inhibition above about 28%
BCLXL inh = Bcl-xL (human) inhibition; GST-Bcl-xL / FITC-Bim BH3 peptide fluorescence polarization; inhibition, % at 10.9 µM; hit rate 0.7% among 320,000; AID 2129;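 active = inhibition above the mean of all tested compounds plus 3 SD, cutoff set per campaign, cut at about 30% in these data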;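 also: 0% = DMSO wells and 100% = unlabeled Bim-BH3 peptide competitor; inhibitors lower millipolarization by displacing the labeled peptide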
GLD-1 TGE inh = GLD-1-TGE RNA interaction inhibition (C. elegans) | Q17339 | inhibition, % at 5.96 µM | purified GLD-1 + fluorescein TGE RNA, fluorescence polarization | hit rate 0.44% among 320,000;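 active = percent inhibition above a per-plate cutoff, the plate mean of test compounds plus 3 SD, cut at about 30% in these data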;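 also: 0% = DMSO wells with GLD-1 and probe and 100% = wells lacking GLD-1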
Target sequence (Q17339 whole entry, looked up): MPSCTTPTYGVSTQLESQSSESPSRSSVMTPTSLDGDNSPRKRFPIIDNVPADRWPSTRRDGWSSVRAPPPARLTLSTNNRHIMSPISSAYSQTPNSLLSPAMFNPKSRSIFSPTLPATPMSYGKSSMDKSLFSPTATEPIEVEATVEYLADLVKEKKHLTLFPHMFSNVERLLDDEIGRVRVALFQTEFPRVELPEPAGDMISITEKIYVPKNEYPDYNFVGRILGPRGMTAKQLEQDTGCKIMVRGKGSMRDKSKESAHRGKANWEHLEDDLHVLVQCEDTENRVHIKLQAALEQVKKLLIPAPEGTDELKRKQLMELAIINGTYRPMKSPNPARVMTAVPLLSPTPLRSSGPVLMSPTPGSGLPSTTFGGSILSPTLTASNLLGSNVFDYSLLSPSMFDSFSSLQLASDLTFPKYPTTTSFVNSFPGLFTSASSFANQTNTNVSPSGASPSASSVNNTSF
MEX-5 binding = C. elegans MEX-5 TCR-2 RNA binding activity | AID 1832 | activity score (negative = inhibition of binding), % at 10 µM | MEX-5/FITC-TCR2 RNA binding, fluorescence polarization; stronger effect = lower value | Q9XUB2 | hit rate 0.38% among 300,000;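 active = inhibition past about -25% in most replicates, and total fluorescence under double the plate's negative control median, limit read from the data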;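 also: 0% = DMSO and -100% = 5 µM competing unlabeled TCR2 RNA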
MCL1-BIM inh = inhibitors of human MCL1 binding to BIM-BH3 peptide; Q07820; GST-MCL1 / FITC-Bim-BH3 fluorescence polarization; inhibition, % at 10.9 µM; hit rate 0.68% among 320,000;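 active = inhibition above the mean inhibition of all tested compounds plus 3 SD, set per campaign, cut at about 40% in these data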;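 also: 0% = DMSO wells and 100% = unlabeled Bim-BH3 peptide control; higher means more loss of mP so more displacement of Bim peptide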
Target sequence (Q07820 whole entry, looked up): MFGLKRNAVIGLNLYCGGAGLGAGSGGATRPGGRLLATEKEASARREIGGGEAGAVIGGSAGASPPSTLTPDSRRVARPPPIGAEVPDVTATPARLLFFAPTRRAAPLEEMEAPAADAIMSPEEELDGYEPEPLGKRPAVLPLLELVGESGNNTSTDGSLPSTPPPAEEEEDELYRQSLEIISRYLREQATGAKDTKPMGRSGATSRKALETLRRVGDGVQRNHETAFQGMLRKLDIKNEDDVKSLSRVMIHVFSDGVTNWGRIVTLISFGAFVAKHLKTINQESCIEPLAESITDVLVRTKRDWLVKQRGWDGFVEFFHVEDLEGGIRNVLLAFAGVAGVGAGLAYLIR
Fam108B inh = counter-screen for RBBP9 inhibitors: inhibitors of mouse Fam108B. recombinant Fam108B, FP-Rh probe fluorescence polarization. inhibition, % at 9.51 µM. hit rate 0.33% among 300,000. AID 1947;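 active = inhibition above the screen mean inhibition plus 3 SD, computed separately per campaign, cut at about 18% in these data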;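 also: inhibitors lower polarization as less probe binds the enzyme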
Efflux pump mplx = blocks antifungal efflux pumps in multiplex yeast assay; S. cerevisiae Candida pump triplex, Nile Red efflux; inhibition, % at 10 µM; hit rate 0.44% among 330,000; AID 485275;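 active = plate passing quality check with inhibition over a set limit, or well fluorescence over plate mean plus 4 SD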;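 also: Nile Red retained in pooled yeast measured as flow cytometry median fluorescence; 0% = buffer negative control and 100% = Enniatin B positive control; higher means more Nile Red kept so more efflux inhibition; some compounds called inactive have numbers as strong as hits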
Yeast superoxide = caloric restriction mimetics inhibiting age-related superoxide in yeast; S. cerevisiae aged cells, superoxide DHE fluorescence; stronger effect = lower value; superoxide response (% of plate mean), % at 10 µM; AID 2690; hit rate 0.18% among 330,000;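 active = superoxide response under a set limit, about three screen SD below normal, cut at about 65% in these data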;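 also: yeast aged for seven days with compound at 30 °C before DHE staining; 100% = average MFI of all compound-treated wells on the plate with controls excluded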
Starred values were filed as active, the others as inactive; nt = not tested or not shown.

SMILES | ZTA counter | EBNA-1 inhibitor | BCLXL inh | GLD-1 TGE inh | MEX-5 binding | MCL1-BIM inh | Fam108B inh | Efflux pump mplx | Yeast superoxide
C=CCNC(=S)NC(CC(=O)OC)c1ccc2c(c1)OCO2 (stereo not given) | 2.1 | 9.1 | 0.5 | 4.0 | 0.7 | 2.6 | 2.0 | 0.0 | 94.4
COc1ccccc1-c1cc(C(=O)NCCc2ccccc2)no1 | -1.9 | -4.5 | 5.4 | 8.2 | 0.4 | -0.2 | -2.7 | -0.1 | 111.5
Cc1c(C(=O)C(=O)N2CCCc3ccccc32)c2ccccc2n1C | 7.8 | -14.7 | -1.3 | 7.0 | 0.2 | -3.2 | -6.0 | 0.4 | 121.4
CCn1c(C)c(C)c2cc(C(=O)NCCCN3CCCCC3C)ccc21 (stereo not given) | -0.7 | -4.5 | 1.9 | -4.3 | 0.6 | 3.6 | 3.6 | 0.2 | 93.7
O=C(O)C1CC1C(=O)Nc1nc2c(Cl)cccc2s1 (stereo not given) | -7.6 | -14.6 | 2.7 | -8.2 | 0.5 | 3.9 | -2.5 | 0.9 | 102.5
COc1ccc(C(=S)Nc2ccc(N(C)C)cc2)cc1 | -14.7 | -6.3 | 5.8 | 1.9 | 1.0 | 8.6 | -0.3 | -0.1 | 96.6
O=C(Nc1ccccc1N1CCOCC1)c1cccc2c(Br)cccc12 | 16.8 | -2.0 | 1.7 | 5.3 | 0.9 | 3.3 | 4.0 | -0.1 | 100.3
CCCCCC(=O)N1CC2(CC(c3cccc(NC(=O)CC(c4ccccc4)c4ccccc4)c3)=NO2)C[C@@H]1C(N)=O (stereo not given in full) | 1.8 | 4.9 | 0.7 | 3.7 | -6.1 | 4.1 | -12.3 | 0.1 | 89.9
COc1ccc(C(=S)N2CCN(c3cccc(Cl)c3)CC2)cc1 | -3.9 | -7.6 | 4.0 | -0.9 | -2.3 | 6.4 | -4.5 | 0.0 | 109.5
COc1ccc([C@H]2CC(=O)C=C(c3cc(F)ccc3F)C2)cc1OC | 11.2 | nt | 0.6 | 6.2 | nt | 2.8 | nt | 0.1 | 110.7
Cn1c(=O)oc2cc(S(=O)(=O)NCCC(=O)N3CC=C(c4ccccc4)CC3)ccc21 | 2.5 | 0.9 | 5.4 | 4.2 | 0.1 | 4.7 | -3.1 | -0.3 | 118.0
CCCn1c(N)c(N(CCOC)C(=O)c2cccc(C(F)(F)F)c2)c(=O)[nH]c1=O | -9.0 | 6.9 | 1.4 | 5.1 | 2.5 | 0.7 | 3.0 | -0.2 | 102.5
CN(C(=O)CN1C(=O)/C(=C/c2ccccc2F)SC1=S)C1CCS(=O)(=O)C1 (stereo not given) | -8.0 | -3.6 | 3.8 | -6.4 | -0.2 | 6.4 | 9.2 | -0.1 | 88.2
COc1cccc(NC(=O)c2ccc3c(c2)CCN3S(C)(=O)=O)c1 | 1.2 | 1.8 | 5.9 | 0.3 | -1.4 | 9.9 | 2.0 | 0.0 | 97.3
CC(=O)C1=C(C)OC(N)=C(C#N)C1c1cccc([N+](=O)[O-])c1 (stereo not given) | 6.4 | -15.4 | 2.6 | 0.1 | 1.1 | 1.4 | -2.0 | 0.4 | 108.8
CCS(=O)(=O)N1CCCC(C(=O)NCc2ccc3c(c2)OCO3)C1 (stereo not given) | 4.3 | 15.9 | 6.5 | -1.2 | 2.5 | 3.0 | 2.3 | -0.1 | 103.0
CCC(=O)NC(c1ccccc1)c1nc2ccccc2[nH]1 (stereo not given) | 0.5 | -15.2 | 4.3 | -0.7 | -1.9 | 1.9 | -3.8 | 0.0 | 108.5
O=C(O)C1Cn2c(nc3c(c2=O)C2(CCCC2)Cc2ccccc2-3)S1 (stereo not given) | -10.8 | -0.5 | -1.4 | 4.1 | -5.3 | -0.3 | -0.6 | 0.2 | 81.1
Cc1ccc(NC(=O)c2ccc(C#CC3(O)CCCCC3)cc2)cc1C | 8.8 | 0.5 | -1.0 | 9.1 | -2.0 | 5.7 | -3.0 | 0.2 | 79.4
COc1cc(C(=O)O)nc2ccccc12 | 4.9 | -2.9 | 6.5 | 0.0 | -2.1 | 6.8 | 7.8 | 0.1 | 98.2
CCOC(=O)c1cnc(SCC(C)C)nc1N | -17.9 | -0.7 | -1.2 | -2.2 | 1.3 | -5.4 | 1.1 | 0.3 | 74.0
Cc1ccc2oc(C(=O)NCc3ccc(S(N)(=O)=O)cc3)cc(=O)c2c1 | -0.2 | -16.6 | 6.9 | 1.5 | -1.0 | 3.8 | -4.5 | 0.1 | 94.7
Cc1[nH]c2c(C)cccc2c1CCNS(=O)(=O)c1cccc([N+](=O)[O-])c1 | 1.3 | 2.4 | 2.1 | 8.2 | -0.2 | 0.3 | -1.1 | 0.3 | 105.0
NC(=O)c1ccccc1NC(=O)Nc1ccccc1Cl | -1.5 | -7.3 | -1.7 | -13.3 | -1.2 | -2.8 | -1.9 | 0.1 | 105.8
CC(C)=CCN1CCN(Cc2c[nH]c3ccccc23)CC1CCO (stereo not given) | -5.3 | 5.5 | 6.2 | 10.8 | 2.7 | 6.2 | -2.1 | -0.1 | 92.0
CCCCC1=CC2=C(c3ccco3)C(=O)C(C)(OC(=O)c3ccc(OC)cc3)C(=O)C2=CN1C1CCCC1 (stereo not given) | 4.5 | -21.0 | 112.5* | 91.9* | -28.6* | 135.4* | -4.0 | 0.2 | 110.8
Cc1oc(-c2ccc(Cl)cc2)nc1CSCC(=O)NCCCN1CCOCC1 | 18.4 | 9.4 | 3.3 | -0.8 | -1.8 | -0.6 | -2.9 | -0.2 | 91.2
COc1cc(NC(=O)CN(C)S(=O)(=O)c2ccc3nc(C)sc3c2)cc(OC)c1 | -13.9 | 1.8 | 6.7 | -1.2 | nt | 4.4 | -1.2 | -0.1 | 90.7
COc1ccccc1CC(=O)N1CCCc2cc(C)ccc21 | 2.0 | -14.0 | -1.2 | 3.5 | -1.5 | 7.7 | -4.9 | 0.1 | 98.5
Cc1ccc(OCC(=O)Nc2ccc(-c3nc4ncccc4o3)cc2)cc1 | 5.7 | 2.6 | 0.1 | 6.0 | 0.0 | 2.2 | -0.3 | 0.0 | 80.3
Cc1ccc(CCc2nnc(SCC(=O)Nc3cc(Cl)ccc3Cl)n2-c2ccccc2)o1 | -8.3 | 5.1 | 1.8 | 6.6 | 1.8 | -0.1 | -6.7 | -0.4 | 93.8
CC(=O)/C(N=Nc1c(C)n(C)n(-c2ccccc2)c1=O)=C(\C)O | -1.3 | -6.7 | 4.3 | 0.1 | 1.0 | -0.5 | -4.0 | -0.1 | 102.7
CC1(C)c2cc(Cl)ccc2-n2c1cc(O)c(-c1ccccc1)c2=O | -12.0 | -1.9 | 6.1 | -4.0 | -0.3 | 8.6 | 0.3 | -0.1 | 86.3
Cc1ccccc1C(=O)N1CCN(CCNC(=O)C(=O)Nc2ccc(Br)cc2)CC1 | -14.3 | -3.6 | 1.1 | -2.9 | -1.5 | -0.7 | 4.6 | 0.0 | 71.0
Cc1nc2ccccc2n(CC(=O)Nc2cc(Cl)cc(Cl)c2)c1=O | 15.1 | -16.4 | 4.0 | 3.4 | -10.6 | -4.7 | -0.4 | -0.1 | 100.3
COC(=O)C1CCN(CC(=O)Nc2ccc(OC)c(Cl)c2)CC1 | 0.6 | -9.7 | -3.5 | 5.3 | 1.4 | -0.2 | 3.2 | 0.0 | 92.3
CNC(=O)c1[nH]cnc1C(=O)Nc1ccccc1OC | -0.5 | 8.2 | 5.1 | 3.0 | 0.9 | 4.0 | 1.6 | 0.1 | 87.7
Cc1ccnc(NC2(C(F)(F)F)N=C3SCCN3C2=O)c1 (stereo not given) | -5.6 | -2.4 | 5.1 | -4.0 | -0.3 | 2.4 | -3.4 | -0.1 | 91.8
O=C(Cn1cc2c(n1)CCCCC2)NCc1ccccc1 | 0.8 | 13.6 | 0.1 | 0.0 | 2.1 | -3.9 | 5.3 | -0.2 | 100.4
C=CCN=C1N[C@@H](c2ccccc2)C(C(=O)OC)=C(C)N1CCOC | -2.0 | -3.2 | -9.8 | 4.2 | -0.8 | -14.1 | -1.5 | 0.0 | 95.9
CNC(=S)N1CCC(NC(=O)C(Cc2ccc(F)cc2)NC(C)=O)CC1 (stereo not given) | 1.6 | 4.3 | 4.2 | 4.8 | -0.2 | 0.9 | 7.0 | 0.0 | 96.1
COc1cc(NC(=O)n2ncc3cc(Cl)ccc32)cc(OC)c1 | -6.7 | -1.7 | 6.2 | 7.5 | 0.5 | 0.2 | -0.3 | -1.7 | 100.8
OCCN(Cc1ccccc1)Cc1cccc(Cl)c1Cl | 0.6 | 10.3 | 3.8 | 3.5 | -0.2 | 5.2 | -1.8 | 0.1 | 86.2
COc1ccccc1OCCc1nnc(N)s1 | 18.4 | 6.1 | 2.9 | -1.5 | 0.9 | 1.6 | 4.2 | -0.2 | 92.3
CCOC(=O)c1sc(NC(=O)c2ccc(CC)s2)nc1C | 6.0 | -1.1 | 6.0 | 1.9 | 1.0 | -4.6 | -16.8 | 0.0 | 91.3
COc1ccc(N2CCN(C(C)C(=O)N3CCCC3)CC2)cc1 (stereo not given) | -10.8 | 6.5 | 6.3 | 4.6 | -0.5 | 10.0 | 3.2 | 0.3 | 102.3
Oc1c(Br)cc(/C=N/Nc2nncc3ccccc23)cc1Br | -10.8 | -8.5 | 9.5 | -0.4 | -2.4 | 2.3 | 19.2* | -2.2 | 92.0
Cn1c(=O)c(=O)n(C)c2cc(S(=O)(=O)N3CCCC3C(=O)Nc3ccc(F)cc3)ccc21 (stereo not given) | -20.7 | -11.1 | 1.2 | 5.9 | -1.5 | -0.6 | -2.6 | 0.3 | 120.2
CCNc1nc(Oc2ccc(=O)[nH]n2)nc(N2CCOCC2)n1 | -0.5 | 11.5 | 1.6 | 7.3 | 0.2 | -1.1 | 4.8 | -0.2 | 96.4
COc1ccc(C(=O)N2CC(c3ccccc3)CC2=O)cc1 (stereo not given) | 4.0 | 5.9 | 3.6 | 3.8 | 2.3 | 2.4 | -2.2 | 0.1 | 105.5
Cc1ccc(N2C(N)=C(C#N)C3(C(=O)N(C)c4ccccc43)C3=C2CC(C)(C)CC3=O)cc1Cl (stereo not given) | 3.6 | -18.1 | -5.3 | -3.8 | -0.2 | -8.3 | 2.2 | 0.3 | 106.9
CC1(c2ccc3c(c2)OCCO3)NC(=O)N(CC(=O)Nc2c(F)cccc2F)C1=O (stereo not given) | 0.5 | nt | -3.8 | 7.0 | nt | -11.2 | nt | -0.1 | 77.0
COc1ccc(-c2c3c(=O)n(C)c(=O)n(C)c3cn2Cc2cccnc2)cc1 | -4.7 | 6.7 | 5.8 | 2.4 | -0.8 | 5.6 | 1.8 | -0.1 | 97.4
O=C(CSc1nc(-c2ccc(F)cc2)cs1)N1CCc2ccccc21 | 5.8 | -1.1 | 3.8 | -1.0 | -2.3 | 3.5 | 0.7 | -0.1 | 95.3
Nc1ccccc1C(=O)N/N=C1/C2CN3CCN(C2)CC1(Cc1ccccc1)C3 | -14.9 | 2.2 | -1.6 | 5.4 | -0.7 | -5.2 | -4.0 | 0.1 | 98.4

Three entries already listed, ordered by the number in MEX-5 binding, rising.
| mol | EBNA-1 inhibitor | BCLXL inh | GLD-1 TGE inh | MEX-5 binding | MCL1-BIM inh | Efflux pump mplx |
| --- | --- | --- | --- | --- | --- | --- |
| Cc1ccc(N2C(N)=C(C#N)C3(C(=O)N(C)c4ccccc43)C3=C2CC(C)(C)CC3=O)cc1Cl (stereo not given) | -18.1 | -5.3 | -3.8 | -0.2 | -8.3 | 0.3 |
| CCNc1nc(Oc2ccc(=O)[nH]n2)nc(N2CCOCC2)n1 | 11.5 | 1.6 | 7.3 | 0.2 | -1.1 | -0.2 |
| COc1ccc(C(=O)N2CC(c3ccccc3)CC2=O)cc1 (stereo not given) | 5.9 | 3.6 | 3.8 | 2.3 | 2.4 | 0.1 |
